Sm TGR inh = inhibitors of Schistosoma mansoni thioredoxin glutathione reductase; Q962Y6; purified TGR, DTNB reduction, TNB absorbance 405 nm; Potency, µM (top dose mostly 114 µM), without a hit: at the top dose activity change, negative = inhibition, actives largely listed as inhibitors; hit rate 3% among 360,000; also: potency is read from the fitted curve at half-maximal effect; nearly all actives have a fitted effect of over 60% in size
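First, TGR (20 nM dispensed) and NADPH were mixed with compound. Second, a 15 min room-temperature incubation followed. Third, further NADPH and then DTNB were added to start the reaction. Finally, TNB absorbance was monitored kinetically.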
Giardia FBPA inh = Giardia lamblia aldolase inhibition | Potency, µM (titrated, usually from 59.6 µM), without a hit: at the top dose activity, negative = inhibition, actives largely listed as inhibitors | A8B2U2 | hit rate 0.71% among 290,000 | purified Giardia FBPA; also: potency is read from the fitted curve at half-maximal effect; nearly all actives have a fitted effect of over 55% in size
Target sequence (A8B2U2 whole entry, looked up): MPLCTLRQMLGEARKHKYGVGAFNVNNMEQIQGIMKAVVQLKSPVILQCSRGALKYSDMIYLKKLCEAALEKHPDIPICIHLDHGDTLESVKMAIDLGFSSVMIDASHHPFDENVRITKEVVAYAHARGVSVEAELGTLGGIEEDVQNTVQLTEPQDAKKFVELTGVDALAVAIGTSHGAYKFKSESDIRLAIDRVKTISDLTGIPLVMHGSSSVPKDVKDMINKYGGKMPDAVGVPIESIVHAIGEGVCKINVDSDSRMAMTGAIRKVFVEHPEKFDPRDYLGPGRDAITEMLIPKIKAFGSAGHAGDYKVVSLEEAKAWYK
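Giardia FBPA (40 nM reagent) was preincubated 10 min at RT with compound (up to 57.5 uM final), then substrate plus GAPDH/TPI/NAD/arsenate coupling system with diaphorase/resazurin was added; resorufin fluorescence (525/598 nm) was read after 20 min.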
AmpC detergent = inhibitors of E. coli AmpC beta-lactamase with detergent. P00811. AmpC hydrolysis of nitrocefin, absorbance 480 nm, 0.01% Triton. Potency, µM (series often up to 114 µM), inactives show at the highest dose activity change, negative = inhibition, usual class: inhibitors. hit rate 0.041% among 370,000;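 also: potency is read from the fitted curve at half-maximal effect; 0% = no-compound wells and -100% = no-enzyme wells; nearly all actives have a fitted effect of over 25% in size; some results filed as inactive show a strong effect at the top dose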
Target sequence (P00811 whole entry, looked up): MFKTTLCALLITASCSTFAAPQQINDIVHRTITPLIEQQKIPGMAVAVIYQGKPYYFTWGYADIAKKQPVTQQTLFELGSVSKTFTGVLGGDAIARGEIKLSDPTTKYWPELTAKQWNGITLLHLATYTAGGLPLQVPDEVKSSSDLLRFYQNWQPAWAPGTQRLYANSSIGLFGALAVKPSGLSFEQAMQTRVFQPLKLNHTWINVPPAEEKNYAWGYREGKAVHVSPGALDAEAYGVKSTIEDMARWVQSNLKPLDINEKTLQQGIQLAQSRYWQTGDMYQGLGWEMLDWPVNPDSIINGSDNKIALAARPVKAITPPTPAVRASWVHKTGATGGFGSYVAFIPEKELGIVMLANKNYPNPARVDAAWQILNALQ
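20 mM phosphate pH 7.0 + 0.01% (detergent screen) or 0.0001% Triton X-100; 5.3 nM AmpC reagent; cpd preinc 15 min RT; nitrocefin (800 uM stock) to start; A480 q20 s × 4 min; Activity was normalised to no-enzyme and no-compound control wells.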
HCMV antiviral = blocks human cytomegalovirus replication. activity change, negative = inhibition, % at 57.5 µM. HFF cells, HCMV-luciferase reporter, 72 h; active compounds read low. hit rate 4.5% among 410,000; in the data active = activity change below about -60%; inconclusive = no clear call, values can overlap the other calls; inactive = above about -39%
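Two-dose cell screen: HFF monolayers treated with compounds and infected with luciferase-expressing HCMV at 1 PFU/cell, 72 h at 37C, then lysed for luciferase measurement.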
AmpC no deterg = blocks E. coli AmpC beta-lactamase in detergent-free assay; AmpC nitrocefin hydrolysis, absorbance 480 nm, 0.0001% Triton; AID 485341; P00811; hit rate 0.52% among 330,000; Potency, µM (titrated, usually from 57.1 µM), for inactives: at the highest dose activity change, negative = inhibition, most hits filed as inhibitors;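 also: potency is read from the fitted curve at half-maximal effect; plate controls were no compound for no effect and no enzyme for full effect; nearly all actives have a fitted effect of over 20% in size; some results filed as inactive show a strong effect at the top dose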
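20 mM phosphate pH 7.0 + 0.01% (detergent screen) or 0.0001% Triton X-100; 5.3 nM AmpC reagent; cpd preinc 15 min RT; nitrocefin (800 uM stock) to start; A480 q20 s × 4 min; Activity was normalised to no-enzyme and no-compound control wells.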
AMA1 RON2 block = disrupts binding of P. falciparum AMA1 to RON2; AlphaScreen AMA1-biotinylated RON2 peptide binding; Potency, µM (highest dose often 58.2 µM), without a hit: at the top dose activity change, negative = inhibition, most hits filed as inhibitors; hit rate 0.2% among 360,000;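 also: potency is read from the fitted curve at half-maximal effect; 0% = vehicle wells and -100% = peptide control; nearly all actives have a fitted effect of over 45% in size; some results filed as inactive show a strong effect at the top dose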
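AMA1 (3D7) with his tag at 25 nM final met compounds first, then biotinylated RON2 peptide at 25 nM; detection used donor plus acceptor beads, 10 µg/mL apiece, read by AlphaScreen after 30 min at room temperature.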
* marks the source's active call; other numbers are inactive results; ? = inconclusive; / = no result given; & = joins results of further samples; [ ] = remark or other dose. Unless noted, calls follow the shape of the dose curve; as a rule, active = well fitted curve in the direction sought with a large enough effect; inconclusive = small, poorly fitted or top-dose-only effect, or another doubt; inactive = no such curve, though single readings can be large; an effect the other way counts as inactive or inconclusive. Unless noted, % is scaled to controls: 0 for no effect and ±100 for the full control effect.

SMILES	Sm TGR inh	Giardia FBPA inh	AmpC detergent	HCMV antiviral	AmpC no deterg	AMA1 RON2 block
COc1ccc(-c2csc3ncnc(N4CCN(c5ccc(OC)cc5)CC4)c23)cc1	-24%	/	-3%	15	-4%	?
CCOC(=O)C1CCCN(c2c(C(=O)c3ccccc3)cnc3ccc(F)cc23)C1 (centres undefined)	2%	/	30%[activator]	-20	/	/
O=C(Nc1ccncc1)c1cc(S(=O)(=O)N2CCN(c3ccccc3)CC2)ccc1Cl	0%	/	?	-31	-10%	-14%
CCn1c(SCC(=O)NCc2ccco2)nc2ccccc2c1=O	45µM*	1%	1%	-11	-31%	-1%
O=C(NNS(=O)(=O)c1ccc(F)cc1)c1ccc(S(=O)(=O)N2CCCCC2)cc1	-7%	-2%	-7%	74	-30%	8%
O=C1N/C(=C/c2ccc(N3CCCC3)cc2)C(=O)N1c1ccccc1	-10%	-3%	-12%	3	-36%	-14%
Brc1ccccc1CN1CCC(Cc2ccccc2)CC1	-1%	?	-20%	-12	-18%	?
Cc1[nH]n(-c2ccccc2)c(=O)c1CCOC(=O)c1cccc(C(F)(F)F)c1	3%	-13%	?	3	40%	-2%
O=C(Cn1c(=O)c2cccn2c2cccnc21)N1CCN(c2ccccc2F)CC1	-17%	-6%	?	6	-1%	-11%
CCCNC(=O)C1CCN(Cc2cc3ccccc3n2Cc2ccccc2)CC1	3%	/	1%	-19	/	/
Cc1cc2n(n1)C(c1ccsc1)Nc1ccccc1-2 (centres undefined)	-35%	-3%	?	0	-33%	15%
NC(N)=N/N=C/c1ccc(Cl)c([N+](=O)[O-])c1	1%	-7%	0%	-14	-48%	11%
CCN(CCCNC(=O)CN1N=C(c2ccccc2)CCC1=O)c1ccccc1	-11%	/	1%	-24	/	/
Cc1cccc(N2CCN(C(=O)CS(=O)(=O)Cc3nc(-c4ccccc4C)oc3C)CC2C)c1 (centres undefined)	6%	/	8%	?	/	/
CC(Nc1cccc(F)c1)C(=O)Nc1ccc(S(N)(=O)=O)cc1 (centres undefined)	12%	4%	-14%	-10	-15%	-3%
O=C(CN1C(=O)CCS(=O)(=O)c2ccccc21)Nc1ccccc1F	-15%	2%	6%	29	1%	0%
COc1ccc(N=C2SC(C(=O)O)CC(=O)N2C)cc1 (centres undefined)	-2%	4%	?	?	-6%	0%
COCCSc1ccccc1C(=O)Nc1ccc2c(c1)OCCO2	-5%	-8%	1%	0	-23%	34%[activator]
CCOC(=O)C1CCN(CC(=O)Nc2cc(C)nn2-c2nc3ccccc3s2)CC1	-3%	28%	-2%	81	/	25%
CCN(C(=O)CSc1nnc(-c2ccc(C)cc2)n1N)c1c(N)n(Cc2ccccc2)c(=O)[nH]c1=O	2%	/	?	-4	-9%	2%
N#CC(C(=O)c1ccccc1Cl)=C1SCCCS1	5%	1%	?	-18	-30%	0%
COc1ccc(-c2[nH]ncc2CN2C[C@@H]3CCC[C@H]2C3)c(F)c1	11%	-8%	5%	3	-1%	4%
O=C(Nc1nnc(CCS(=O)(=O)c2ccc3ccccc3c2)s1)c1ccc([N+](=O)[O-])cc1	-2%	3%	2%	-1	-20%	7%
CN(Cc1cnccn1)C(=O)CC1C(=O)NCCN1Cc1ccc(F)cc1Cl (centres undefined)	38%[activator]	/	-4%	12	0%	15%
COc1ccccc1NC(=O)c1cc2c(s1)-c1ccccc1S(=O)(=O)C2	18%	5%	3%	6	-7%	5%
O=C(CSc1nncs1)N1CCN(S(=O)(=O)c2ccccc2)CC1	69%[activator]	2%	?	27	-21%	-6%
CCN(C(=O)CSc1nnc(COc2cccc(C)c2)o1)c1nc(C)cs1	1%	12%	-7%	-8	-6%	2%
COc1ccccc1N(CC(=O)NCCSc1ccccn1)S(=O)(=O)c1ccccc1	-1%	-2%	-4%	-14	1%	4%
Cc1ccccc1C(=O)NC(=S)Nc1ccc2[nH]c(=O)[nH]c2c1	?	?	5%	-20	-18%	8%
S=c1[nH]cc(Cc2ccccc2)s1	-18%	3%	?	68	-25%	42%[activator]
O=C(NCc1ccco1)c1ccc(NS(=O)(=O)c2cccc([N+](=O)[O-])c2)cc1	0%	16%	-7%	10	-27%	-7%
COc1ccc(/C=C(/NC(=O)c2ccccc2)C(=O)NC(Cc2c[nH]c3ccccc23)C(=O)O)cc1 (centres undefined)	?	/	-5%	3	-1%	12%
COc1cccc(NC(=O)Cn2c(=O)c3cccn3c3ccc(F)cc32)c1	-4%	/	18%	-65*	/	/
CNC(=O)c1ccc(-c2nc(-c3ccccc3)cs2)cc1	-14%	3%	-1%	6	4%	-2%
CCOC(=O)/C(=C\C=C1/Sc2ccccc2N1CC)C(C)=O	-30%	1%	1%	-64*	46%	-28%
O=C(CCSc1nc2ccccc2s1)N/N=C/c1c(O)ccc2ccccc12	-7%	9%	?	-99*	-44%	60%[activator]
Cc1ccc2c(c1)[C@H]1[C@H](CO2)[C@H](c2ccccc2)[C@]2(C)C(=O)N(Cc3ccco3)CC(=O)N12	/	/	/	8	35%	-28%
COCc1c(C(=O)N/N=C/C2CC=CCC2)nnn1-c1nonc1N (centres undefined)	-4%	0%	-4%	65	-29%	28%
Oc1ccc(/C=N/Nc2nccnc2Cl)cc1	2%	-19%	-10%	54	-15%	-2%
CN(C)c1nc(=S)nc(NCc2ccccc2)[nH]1	-2%	-1%	5%	-23	-23%	79%[activator]
O=C(CS(=O)(=O)c1c[nH]c2ccccc12)N1CCCCCC1	10%	1%	-1%	120	-19%	-7%
CCOC(=O)N1CCN(C(=O)/C(=C/c2ccc(Cl)cc2)NC(=O)c2ccccc2)CC1	9%	9%	-9%	0	63%[activator]	8%
Cc1ccc(NC(=S)N2CCN(S(C)(=O)=O)CC2)cc1C	0%	/	3%	-25	-5%	-3%
CCc1cc(C(=O)Nc2ccc(S(=O)(=O)NC3=NCCCCC3)cc2)sc1C	1%	/	4%	-13	-16%	3%
CCN(CC)CCNC(=O)CN1C(=O)CSc2ccc(S(=O)(=O)N3CCOCC3)cc21	0%	/	-1%	-35&-26	/	-3%

Gathered by group, the compounds so far containing a furan ring, fused or not (three)
SMILES	Sm TGR inh	Giardia FBPA inh	AmpC detergent	HCMV antiviral	AmpC no deterg	AMA1 RON2 block
CCn1c(SCC(=O)NCc2ccco2)nc2ccccc2c1=O	45µM*	1%	1%	-11	-31%	-1%
O=C(NCc1ccco1)c1ccc(NS(=O)(=O)c2cccc([N+](=O)[O-])c2)cc1	0%	16%	-7%	10	-27%	-7%
Cc1ccc2c(c1)[C@H]1[C@H](CO2)[C@H](c2ccccc2)[C@]2(C)C(=O)N(Cc3ccco3)CC(=O)N12	/	/	/	8	35%	-28%

Remaining list, next part:
SMILES	Sm TGR inh	Giardia FBPA inh	AmpC detergent	HCMV antiviral	AmpC no deterg	AMA1 RON2 block
O=C(CSc1ccccc1)NCc1ccc2c(c1)CCN2C(=O)c1ccc(F)cc1	-7%	/	-6%	4	/	/
CCOC(=O)C(C)n1cnc2scc(-c3ccc(C)cc3)c2c1=O (centres undefined)	-27%	-6%	2%	11	44%	-12%
Cc1ccc(NS(=O)(=O)c2ccc(C)c(C(=O)NCC(c3ccccc3)N(C)C)c2)cc1 (centres undefined)	?	/	-9%	0	7%	-8%
N/C(=N/OCC(=O)Nc1cccc2ccccc12)c1nonc1N	-2%	-1%	?	38	-29%	-4%
O=C(Nc1cccc(-c2csc(Nc3cccc(C(F)(F)F)c3)n2)c1)c1ccccc1	11%	-6%	-1%	-4	2µM*	-7%
CC(C)c1ccc(Nc2ccc(C(=O)O)cc2[N+](=O)[O-])cc1	-6%	21%	-3%	63	-20%	-1%
CCOc1cc(CN2CCN(c3ncccn3)CC2)ccc1OC	15%	-28%	-23%	32	16%	-21%
Cc1ccc2cc3cc(C(=O)NCc4ccco4)oc3nc2c1	?	1%	-12%	25	-27%	-13%
CCOc1ccc(S(=O)(=O)N2CCC(C(=O)NCc3cccnc3)CC2)cc1C	-4%	-3%	?	22	63%[activator]	-8%
CCOC(=O)c1c(C)[nH]c(C)c1S(=O)(=O)N(C)CC(=O)NCc1ccc(C)cc1	0%&-1%	6%	?	0&-4	21%	-2%
Cc1ccc(C)c(Cn2c(=O)c3c(nc4n3CCN4Cc3ccco3)n(C)c2=O)c1	-13%	-1%	-3%	-22	31%	-4%
CCC(C)Sc1nc2c(cnn2-c2ccc(C)c(C)c2)c(=O)[nH]1 (centres undefined)	3%	-2%	-14%	-6	40µM*	-2%
CCN1CCN(C(c2nnnn2Cc2ccc3c(c2)OCO3)C(C)C)CC1 (centres undefined)	-5%	-15%	-7%	57	-12%	2%
COc1ccc(CNC(=S)NCc2ccc(Cl)cc2)cc1OC	-14%	-5%	0%	-32	45%	-7%
CCOC(=O)C1CCN(C(=O)COC(=O)c2nn(C)c(=O)c3ccccc23)CC1	0%	/	0%	-7	1%	-24%
Cc1ccc(S(=O)(=O)NC(=O)c2ccc(F)cc2)c(C)c1	-8%	2%	-3%	11	-10%	-6%
Cc1nn(C2CCS(=O)(=O)C2)c(Cl)c1/C=C/C(=O)OCC(=O)Nc1ccc2c(c1)OCO2 (centres undefined)	5%	1%	-3%	-6	-31%	-2%
Cc1ccc(C(=O)Nc2ccc(Br)cc2)cc1S(=O)(=O)Nc1ccccn1	0%	15%	-2%	-32	-7%	0%
C=CCOc1c(Br)cc(CNCCCN2CCOCC2)cc1OC	1%	?	-8%	38	7%	-5%
Cc1nc2ccccc2c(=O)n1-c1ccc(NS(=O)(=O)c2ccc(F)cc2F)cc1	2%	/	-14%	-26	-2%	-10%
Cc1c(Cc2ccccc2)c(=O)oc2cc(O)cc(O)c12	5%	10%	4%	-11	-26%	0%
O=C(O)c1ccc(CSC2CCCCC2)cc1	1%	17%	-10%	-23	-19%	-1%
N#CCCn1c(SCC(=O)Nc2ccc(N3CCOCC3)cc2)nc2ccccc21	-8%	-12%	-2%	16	-15%	0%
CSc1ncccc1C(=O)NC(C)CCc1ccccc1 (centres undefined)	0%	3%	2%	71	5%	15%
O=C(CN1c2cccc3cccc(c23)S1(=O)=O)Nc1cccc(S(=O)(=O)N2CCOCC2)c1	-2%	?	-10%	-38	-28%	5%
CCOc1ccccc1N1CCN(S(=O)(=O)c2ccc(C3CCCCC3)cc2)CC1	7%	/	1%	6	/	/
CCOC(=O)C1CCN(c2nc(-c3ccc(C)cc3)nc3ccccc23)CC1	11%	-4%	5%	56	-10%	-1%
O=C(COC(=O)c1nc(Cl)ccc1Cl)NNC(=O)c1cccs1	-5%	/	?	-19	-25%	38%[activator]
O=C1c2ccccc2C(=O)N1c1cccc(-c2csc(Nc3ccc4c(c3)OCO4)n2)c1	50µM*	-18%	-2%	/	-40%	/

Fetched by compound from the list above, 2 records:
SMILES	Sm TGR inh	Giardia FBPA inh	AmpC detergent	HCMV antiviral	AmpC no deterg	AMA1 RON2 block
CCC(C)Sc1nc2c(cnn2-c2ccc(C)c(C)c2)c(=O)[nH]1 (centres undefined)	3%	-2%	-14%	-6	40µM*	-2%
Cc1nc2ccccc2c(=O)n1-c1ccc(NS(=O)(=O)c2ccc(F)cc2F)cc1	2%	/	-14%	-26	-2%	-10%

Screening data as filed in PubChem.

Random draw from the library; any-hit rate near 7.8%.
